Screens (PubChem BioAssay)
IL1B secr inh: inflammasome signaling inhibition, IL-1 beta readout. hit rate 4.7% among 360,000. activity change, % at 57.5 µM. THP-1 LPS/ATP IL-1B secretion, AlphaLISA, 16 h; active compounds read low. AID 743279; in the data active = activity change below about -50%; inconclusive = mostly about -30% to -49%; note: % is set by controls: 0 for no effect and ±100 for the full control effect
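THP-1 cells pretreated 1 hr with compounds (up to 57.5 uM final), then stimulated with LPS (250 ng/mL final) plus ATP (1.25 mM final); secreted IL-1B measured by AlphaLISA after 16 hr, decreased signal indicating inhibition.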
ATXN2 expr inh: inhibitors of ATXN2 expression. AID 1745845. Potency, µM (titrated, usually from 57 µM), inactives show at the highest dose activity change, negative = inhibition, hits mostly inhibitors. HEK-293 ATXN2-luciferase reporter, luminescence, 24 h. hit rate 0.72% among 360,000; note: potency is the fitted concentration of half-maximal effect; % is set by controls: 0 for no effect and ±100 for the full control effect; nearly all actives have a fitted effect of over 55% in size
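ATXN2-luciferase reporter cells (luciferase flanked by upstream and downstream ATXN2 gene portions) were treated 24 h at 37 °C with compounds at up to 57 uM. SteadyGlo luminescence gave expression; GF-AFC fluorescence gave viability.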
KB-V1 cytotox: KB-V1 MDR subline cytotoxicity | KB-V1 MDR cells viability, CellTiter-Glo, 72 h | Potency, µM (series often up to 46.1 µM), for inactives: at the highest dose activity change, negative = cytotoxicity, most hits filed as cytotoxic | hit rate 3.4% among 400,000 | AID 1347076; note: potency is the fitted concentration of half-maximal effect; % is set by controls: 0 for no effect and ±100 for the full control effect; nearly all actives have a fitted effect of over 60% in size
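Compound-treated KB-V1 multidrug-resistant cells, 72 h, 37 degrees C; viability by CellTiter-Glo. Fitted qHTS curves give the values.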
MCF10A rereplic: induces DNA re-replication in MCF 10a normal breast cells; MCF 10A DNA re-replication, Hoechst nuclear intensity, 48 h; Potency, µM (titrated, usually from 46.1 µM), without a hit: at the highest dose activity, positive = re-replication, usual class: activators; hit rate 2.9% among 350,000; AID 624296; note: potency is the fitted concentration of half-maximal effect; % of control where 0% means no effect; nearly all actives have a fitted effect of over 50% in size
HT1080 IDH1KD tx: toxicity to HT-1080 IDH1 knockdown cells (counter line) | Potency, µM (series often up to 46.1 µM), inactives show at the top dose activity, negative = toxicity, hits mostly cytotoxic | HT-1080 IDH1 knockdown viability, ATP luminescence, 48 h | hit rate 2% among 360,000;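 note: potency is the fitted concentration of half-maximal effect; 0% = DMSO wells and -100% = cell-free medium wells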
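Using the IDH1-knockdown HT-1080 line run in the same batch and compound series as the NT line, viability after 48 h at 37 °C was determined by CellTiter-Glo luminescence and expressed as % activity.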
HT1080NT lethal: kills 2HG-producing HT-1080-NT fibrosarcoma cells; Potency, µM (top dose mostly 46.1 µM), inactives show at the highest dose activity, negative = less viability, usual class: cytotoxic; AID 686970; HT-1080-NT fibrosarcoma viability, CellTiter-Glo ATP luminescence, 48 h; hit rate 1.6% among 360,000;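 note: NT is the 2HG producing partner of a matched IDH1 knockdown line; potency is the fitted concentration of half-maximal effect; 0% = DMSO-treated cells and -100% = media-only wells without cells; nearly all actives have a fitted effect of over 55% in size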
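750 cells/well, RPMI + 5% FBS; 2 h settle, compound pin-transfer, 48 h at 37 degrees C. CellTiter-Glo 10 min RT, luminescence. Normalized to DMSO and media-only wells.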
SW480 rerep: DNA re-replication induction in SW480 cells. hit rate 1.8% among 340,000. SW480 DNA re-replication, Hoechst DNA content imaging, 48 h. Potency, µM (series often up to 46.1 µM), for inactives: top-dose re-replication activation, most hits filed as activators. AID 624297; note: potency is the fitted concentration of half-maximal effect; % of control where 0% means no effect; nearly all actives have a fitted effect of over 55% in size
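Hoechst fluorescence of nuclei (405 nm excitation, 500-530 nm emission) measured by plate-scanning imager after 48 hr compound exposure at 37 C; re-replication scored as increased number of nuclei with elevated intensity.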
KB-3-1 cytotox: KB-3-1 parental cell cytotoxicity; KB-3-1 viability, CellTiter-Glo ATP luminescence, 72 h; Potency, µM (top dose mostly 46.1 µM), for the others: at the highest dose activity change, negative = cytotoxic, usual class: cytotoxic; hit rate 1.4% among 400,000; AID 1347075; note: potency is the fitted concentration of half-maximal effect; % is set by controls: 0 for no effect and ±100 for the full control effect; nearly all actives have a fitted effect of over 60% in size
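KB-3-1 parental drug-naive adenocarcinoma cells in DMEM/10% FBS, incubated 72 h at 37 C with pin-transferred compounds across a concentration series. Viability by CellTiter-Glo luminescence; concentration-response curves fitted after normalization.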
ATXN viability: cell viability loss in ATXN counter-screen. S2 cells (HEK-293 line with an ATXN2-luciferase reporter) viability, CellTiter-Fluor protease fluorescence, 24 h. Potency, µM (titrated, usually from 56.7 µM), usual class: cytotoxic. hit rate 0.49% among 400,000. AID 651635; note: potency is the fitted concentration of half-maximal effect; nearly all actives have a fitted effect of over 40% in size
An asterisk follows results filed as active; i = inactive; ? = inconclusive; nt = not tested or not shown; [ ] = remark or other dose. Unless noted, calls come from the whole dose curve; as a rule, active = well fitted curve in the direction sought with a large enough effect; inconclusive = small, poorly fitted or top-dose-only effect, or another doubt; inactive = no such curve, though single readings can be large; an effect the other way counts as inactive or inconclusive. Hits appear at their usual frequency; about 11% have a hit in one of these screens.

Value order: SW480 rerep, HT1080NT lethal, IL1B secr inh, ATXN viability, ATXN2 expr inh, KB-V1 cytotox, KB-3-1 cytotox, MCF10A rereplic, HT1080 IDH1KD tx
CCOc1ccc(C(=O)N[C@H](C(=O)Nc2cccc(S(=O)(=O)N3CCCCC3)c2)C(C)C)cc1
→ ?, 0%, -11, ?, 0%, -9%, -23%, 7%, -20%
Cc1ccc(S(=O)(=O)N(C)C)cc1NC(=O)COC(=O)c1n[nH]c(=O)c2ccccc12
→ -15%, 11%, -4, i, nt, 13%, -16%, -3%, 22%
Cc1ccc(-n2c(=O)c3c(cnn3C)n(CC(=O)Nc3ccc(C)cc3C)c2=O)cc1
→ nt, nt, nt, i, 12%, 6%, 6%, nt, nt
Cc1cc2c(cc1NS(=O)(=O)c1ccc(F)cc1)n(C)c(=O)c(=O)n2C
→ nt, nt, nt, i, 14%, ?, -1%, nt, nt
N#C/C(Cn1c[n+](NC(=O)Nc2ccccc2)cn1)=N/O
→ -4%, 3%, 6, i, -2%, 8%, 9%, 5%, 0%
COc1cccc(NC(=O)CCNC(=O)C2CCN(S(=O)(=O)c3ccc(F)cc3)CC2)c1
→ 7%, -1%, -1, i, ?, 3%, -10%, 2%, -21%
CCCc1cc(=O)[nH]c(SCC(=O)N2CCc3cc(OC)c(OC)cc3C2)n1
→ -23%, -4%, -8, i, -5%, 0%, 16%, 6%, 0%
N#CCCn1cc(/C=N/O)c(-c2ccc(F)cc2)n1
→ 1%, 16%, -17, i, 31%, ?, 11%, -1%, 25%
O=C(Cc1ccccc1)Nc1cccc(-c2nc3ncccc3o2)c1
→ -4%, ?, -3, i, -8%, ?, -1%, 0%, ?
C1=C(c2ccccc2)Nc2ccccc2N=C1c1ccccc1
→ 21%, -2%, i, i, -13%, ?, -13%, ?, 0%
CCOc1cc(N2CCOCC2)c(OCC)cc1NC(=O)C(C)Oc1ccccc1 (stereo not drawn)
→ 0%, -15%, -2, i, -8%, -1%, -9%, 16%, -22%
Cc1ccc(OCC(=O)N(c2ccccn2)C2CCCCC2)c(C)c1
→ -115%[inhibitor], 10%, 0, i, 10%, 18µM*, 5%, 5%, 18%
N#C/C(=C\c1cc([N+](=O)[O-])c(N2CCOCC2)cc1N1CCOCC1)c1nc2ccccc2[nH]1
→ 0%, -26%, ?, ?, -7%, ?, -7%, 22%, -21%
Nc1ccc(Cl)c[n+]1Cc1cccc2cccnc12
→ 2%, -22%, 9, i, nt, -1%, -3%, -5%, -4%
CC(=O)c1ccc(S(=O)(=O)NC2CC(=O)N(c3ccc4c(c3)OCCO4)C2)cc1 (stereo not drawn)
→ -441%[inhibitor], 11%, 7, i, 36%, 12%, 15%, 0%, 8%
NC(=O)c1nn(-c2ccccc2)nc1NC(=O)CN1CCCCC1
→ -6%, ?, -14, i, 3%, -25%, 26%, 1%, 13%
CN(CC(=O)Nc1cccc(S(=O)(=O)N(C)c2ccccc2)c1)Cc1cccs1
→ nt, -3%, 0, i, nt, -16%, 3%, nt, -16%
Cc1ccc(S(=O)(=O)CCC(=O)OCC(=O)c2c(N)n(CC(C)C)c(=O)n(C)c2=O)cc1
→ 0%, 1%, i, i, -8%, -19%, -13%, 5%, -13%
CCOc1cc(/C=C2/SC(=S)N(CC3CCCO3)C2=O)ccc1O (stereo not drawn)
→ ?, 2%, -7, ?, nt, -1%, -6%, ?, -1%
Cc1cccc(C(=O)Oc2ccccc2-c2nnco2)c1
→ 16%, -3%, 53, i, 3%, 0%, 0%, -1%, 3%
CCN1C(=O)[C@H]2[C@@H](c3ccc(C)cc3)N[C@]3(CCCN(CC4CCCCC4)C3=O)[C@H]2C1=O
→ nt, 14%, 12, i, -5%, 3%, 2%, nt, 10%
Cc1ccc(Nc2nc(N)c3ccccc3n2)cc1Cl
→ 9%, -4%, -97*, ?, nt, -36%, -16%, 2%, 0%
COc1ncc(-c2ccc3c(c2)S(=O)(=O)c2cccc(C(=O)NCc4ccco4)c2C3=O)cn1
→ -1%, 4%, 16, i, 1%, 6%, 0%, ?, 5%
CCn1c(COc2ccc3c(c2)CCCC3)nnc1SCC(=O)Nc1ccc(C(=O)OC)cc1
→ 2%, -3%, 0, i, 6%, ?, ?, -5%, 16%
CCn1c(=O)n(CC(=O)NCc2ccco2)c(=O)c2ccccc21
→ -1%, 7%, -3, i, -5%, 1%, 1%, -2%, 14%
CCOC(=O)C(=CNc1ccc(Oc2cncc(Cl)c2)nc1)C(=O)OCC
→ ?, -13%, 12, i, 0%, ?, 13%, ?, -13%
COc1ccccc1C(=O)NCc1ccco1
→ -41%[inhibitor], -1%, -23, i, -34%, 2%, ?, 13%, 5%
CC1(OCON)CCCc2ccccc21 (stereo not drawn)
→ ?, -1%, 14, i, -10%, -10%, 6%, 0%, 0%
O=S(=O)(c1cc(C(F)(F)F)ccc1Cl)N1CCN(c2ccccn2)CC1
→ -19%, -6%, 33, i, nt, ?, 0%, -2%, -1%
COc1ccc(S(=O)(=O)N2CCCCCC2)cc1C(=O)OCC(=O)NC(N)=O
→ -7%, -4%, 30, i, -1%, 0%, 7%, 4%, 0%
CCNc1cc2oc(=O)c(CN3CCOCC3)c(C)c2cc1C
→ ?, 9%, 1, nt, 0%, -7%, 0%, ?, 4%
CCCOc1ccc(C(=O)Nc2nc(C)c(Cc3ccc4c(c3)OCO4)s2)cc1
→ ?, -14%, 20, ?, nt, -22%, ?, ?, ?
Cc1cc(-c2ccco2)n(CC(=O)NCc2ccco2)n1
→ -9%, 0%, 3, i, -1%, 3%, 10%, 0%, 2%
O=C(Nc1ccc(S(=O)(=O)NCC2CCCO2)cc1)c1ccc(Cl)cc1[N+](=O)[O-] (stereo not drawn)
→ 2%, -8%, -25, i, -12%, 10%, -13%, 14%, -14%
CC(=O)c1ccc(N2CCN(C(=S)Nc3ccccc3)CC2)cc1
→ 1%, 14%, -10, i, -2%, 2%, 23%, 13%, 8%
CC(=O)C1=C(O)C(=O)N(c2ccc(O)cc2)C1c1ccc(C)cc1 (stereo not drawn)
→ 0%, 18%, 11, i, 2%, 0%, 2%, -1%, 17%
CCCCc1ccc(CC(=O)O)cc1
→ 0%, 1%, -4, i, 3%, 0%, 8%, 2%, -2%
Cc1nc(C(C)NC(=O)CCc2nnc(Cc3c[nH]c4ccccc34)o2)cs1 (stereo not drawn)
→ -1%, 10%, 24, i, 4%, 31%, 4%, -2%, 7%
COc1ccc(C(C(=O)OC(C)CN(C)C)c2ccccc2)cc1 (stereo not drawn)
→ 1%, 17%, 3, i, 0%, -7%, 7%, 5%, 13%
CCN(CC)CCN1C(=O)C(=O)/C(=C(/O)c2ccccc2)C1c1ccccc1F (stereo not drawn)
→ -6%, 5%, 13, i, -4%, -6%, -12%, 1%, 15%
Cc1cccn2c(=O)c3cc(C(=O)N(C)C)n(C)c3nc12
→ -7%, 17%, 14, i, -21%, -10%, 5%, 24%, 6%
Cc1ccc(N2C(=O)Nc3ccc(Br)cc3C2(O)C(=O)NCCN(C)C)cc1C (stereo not drawn)
→ -5%, 19%, 16, i, -12%, ?, 6%, 8%, 9%
CCOC(=O)C1=CCN(S(=O)(=O)c2ccccc2Br)C1c1cccc(F)c1 (stereo not drawn)
→ nt, -27%, 15, ?, -25%, ?, -2%, nt, -29%
CCc1c(C)nc2c(-c3ccccc3)c[nH]n2c1=O
→ -1%, -30%, 11, i, -14%, -4%, ?, -4%, ?
COc1ccc(-n2nc3c(c2NC(=O)c2ccccc2)CS(=O)(=O)C3)cc1
→ nt, -2%, -6, i, nt, -6%, -15%, nt, ?
O=C(O)c1cc(S(=O)(=O)N2CCCCCC2)c(Cl)cc1Cl
→ -1%, -20%, 19, i, -1%, 13%, -8%, 1%, 0%[9.24 µM]
CN(C)C(=S)Nn1c(-c2ccccc2)nc2ccccc2c1=O
→ -8%, 21%, 5, i, 0%, 0%, 20%, -20%, 25%
CCCn1c(CN2CCN(C(=O)OCC)CC2)nc2cc(NC(=O)CC)ccc21
→ 6.5µM*, 7.3µM*, 45, i, -21%, ?, 9.2µM*, 16µM*, 5.8µM*
O=C(Nc1cnn(Cc2ccc(F)cc2)c1)c1cc(-c2ccco2)on1
→ ?, ?, 3, i, ?, 2%, -5%, 12%, ?
Cc1ccc2oc(=O)c3cc(C(=O)NCCCN4CC(C)CC(C)C4)sc3c2c1 (stereo not drawn)
→ -10%, 3%, -83*, i, 2%, 0%, 7%, 0%, 16%
CCS(=O)(=O)N1CCN(C(=O)c2ccco2)CC1
→ 17%, 7%, 15, i, -3%, -7%, 4%, 8.2µM*, 22%
CCc1cc[n+](/C(C(=S)Nc2cccc(C)c2)=C(/[O-])c2ccc(C)c([N+](=O)[O-])c2)cc1
→ 5%, -2%, -26, i, 1%, -1%, -1%, 13%, 4%
CCCCC(=O)N(C)c1c(CC)nc2c(OCCOc3ccccc3)cccn12
→ nt, 0%, -27, i, -35%, -23%, -12%, nt, 0%
Cn1ccnc1SCc1cn2ccccc2n1
→ -3%, -1%, ?, i, 2%, -1%, -5%, -6%, 3%
Cc1ccc(-n2nc(C)c3c(C)cc(=O)n(CC(=O)NC(C)C)c32)cc1
→ nt, nt, nt, i, -8%, -27%, -13%, nt, nt
CC(C)(C)C(=O)Cn1ncc(NC2CC2)c(Br)c1=O
→ 3%, 9%, 0, i, 21%, -15%, 8%, -6%, 12%
CCOC(=O)N1CCC(NC(=O)CS(=O)Cc2nc(-c3ccccc3C)oc2C)CC1 (stereo not drawn)
→ -3%, 25%, 11, i, -14%, ?, -8%, 9%, -1%
COc1cc(C)c(C(=O)Oc2cc(C)c(C(=O)O)c(O)c2C)c(OC)c1C
→ -1%, -8%, -25, i, -13%, -18%, ?, -7%, -7%
CCOC(=O)C(C)/C(C)=N/NC(=O)c1cc2ccccc2cc1O (stereo not drawn)
→ ?, ?, 21, i, -27%, 9%, -13%, ?, ?
